RMI-FANCM inh: inhibitors of human RMI core complex binding to FANCM MM2 | Fluorescence polarization, RMI core complex with F-MM2 peptide; stronger effect = lower value | FP signal (polarization) at 33 µM | 70,000 compounds, 0.58% hits | AID 1159607; in the data active means FP signal below about 40; further: inactives centre near 61; strong numbers were not always called active; unit not given here
Numbers without * were called inactive; & = joins results of further samples.

The opening three compounds, ahead of the listing:
RMI-FANCM inh,SMILES
65,Cc1cc(C)c(S(=O)(=O)NC2CCCC2)cc1C
69,O=C(COc1cccc2c1CCN(Cc1ccc(F)cc1)C2=O)Nc1ccc(Br)cc1
63,CS(=O)(=O)N1CCCC(C(=O)Nc2ccccc2Cl)C1 (stereo not given)

Results (from the top)
RMI-FANCM inh,SMILES
65,Cc1cc(C)c(S(=O)(=O)NC2CCCC2)cc1C
69,O=C(COc1cccc2c1CCN(Cc1ccc(F)cc1)C2=O)Nc1ccc(Br)cc1
63,CS(=O)(=O)N1CCCC(C(=O)Nc2ccccc2Cl)C1 (stereo not given)
76,CCCCc1nc(SCC(=O)N2CCCCC2)c2c(=O)n(C)c(=O)n(C)c2n1
50,CN1CCc2cc(O)c(O)cc2C(c2ccccc2)C1 (stereo not given)
62,COc1ccc(S(=O)(=O)Nc2ccc3c(c2)NC(=O)C(C)(C)CO3)cc1Cl
55,CN1CCCc2cc(CCNC(=O)C(=O)Nc3cccc(C(F)(F)F)c3)ccc21
59,COc1cc2c(c(O)c1OC)CC(=O)CCC2
54,O=C(O)CSCC(=O)N1CCN(c2ccc(F)cc2)CC1
68,CCc1ccc(S(=O)(=O)Nc2ccc3c(c2)N(C(=O)c2ccco2)CC3)s1
61,O=C(C1CCN(c2ccc(-c3ccc(F)cc3)nn2)CC1)N1CCN(CCc2ccccc2)CC1
67,Cc1ccc(SCCC(=O)Nc2sc3c(c2C(N)=O)CCN(C(C)C)C3)cc1

The list goes on (3 carried over from the part before).
RMI-FANCM inh,SMILES
68,CCc1ccc(S(=O)(=O)Nc2ccc3c(c2)N(C(=O)c2ccco2)CC3)s1
61,O=C(C1CCN(c2ccc(-c3ccc(F)cc3)nn2)CC1)N1CCN(CCc2ccccc2)CC1
67,Cc1ccc(SCCC(=O)Nc2sc3c(c2C(N)=O)CCN(C(C)C)C3)cc1
40,COc1cccc2sc(Nc3sc4c(c3C(N)=O)CCCC4)nc12
64,CCSc1nnc(NC(=O)c2cc(=O)c(OC)co2)s1
75,NC(N)=NC(N)=Nc1ccc(Cl)cc1C(=O)c1ccccc1
54,O=C(c1cc(C(F)(F)F)cc(C(F)(F)F)c1)N1CCC(c2nc3ccccc3[nH]2)CC1
63,Cn1nc(C(=O)N2CCN(c3ccc(F)c(Cl)c3)CC2)ccc1=O
55,O=C1CC2(CCCC2)C(=O)N1c1ccc(S(=O)(=O)N2CCc3ccccc3C2)cc1Cl
54,CCOC(=O)COc1ccccc1C=C(C#N)C(=O)c1ccc(Cl)cc1
53,Cc1csc(SCc2cc(=O)c(OC(=O)c3ccco3)co2)n1
67,CC1(C)COc2cc(NC(=O)COc3ccccc3)ccc2NC1=O
53,CCOc1cccc2c1OC1(C)CC2NC(=O)N1c1cccc(Br)c1 (stereo not given)
67,CCOC(=O)c1ccc(S(=O)(=O)NCCn2nc(-c3cccnc3)ccc2=O)cc1
133,COc1ccc(-c2cc(-c3ccc(Cl)cc3)nc(SCC(=O)Nc3nc(-c4ccccc4)ns3)c2C#N)cc1

(cont.)
RMI-FANCM inh,SMILES
86,O=C(Nc1ccccc1-c1nc2ccccc2[nH]1)C1COc2ccccc2O1 (stereo not given)
54,O=C(CCOc1ccccc1)N1CCN(c2nc3ccc(Cl)cc3s2)CC1
53,O=C(CSC1=NS(=O)(=O)c2ccccc2N1)NCCc1ccccc1
91,CCN(CC)CCN(C(=O)c1ccc2c(c1)OCCO2)c1nc2c(Cl)cccc2s1
66,CNC(=O)C1Cc2ccccc2N1C(=O)CCC1CCCC1 (stereo not given)
66,O=C(CCCS(=O)(=O)c1ccccc1)Nc1nnc(-c2ccc(Br)s2)o1
71,C=CCn1c(SCC(=O)N2CCOCC2)nc2scc(-c3ccc(C)c(C)c3)c2c1=O
63,COc1cn2c(cc1=O)C(=O)N(CCNC(=O)C1(c3ccc(Cl)cc3)CCCC1)CC2
54,CCCCCCCCCCCC1=C(O)C(=O)C=C(O)C1=O
55&52,O=C(O)CC(F)(F)C(=O)O
66,C=CCn1c(SCC(=O)Nc2cccc(-c3nc4ccccc4s3)c2)nc2scc(-c3ccccc3Cl)c2c1=O
52,O=[N+]([O-])c1cccc(CSc2nnc(-c3ccco3)n2-c2ccc(OCc3ccccc3)cc2)c1

Additional results follow:
RMI-FANCM inh,SMILES
58,Cc1c(Cl)ccc2sc(N(Cc3ccccn3)C(=O)c3ccccc3S(C)(=O)=O)nc12
73,COc1ccc(OC)c(S(=O)(=O)Nc2ccc(-c3cn4nc(OC)ccc4n3)cc2)c1
54,N#Cc1sc(C(N)=O)c(-c2ccccc2)c1-c1ccccc1
58,CCc1ccc(NC(=O)CSc2nc(-c3ccccc3F)nc3c2Cc2c(CO)cnc(C)c2O3)cc1
62,CC(C)(C)n1nc2c(c1NC(=O)c1cccs1)CS(=O)(=O)C2
2*,Cc1ccc(C(=O)CSc2nnc3c(n2)[nH]c2ccccc23)cc1
72,CCCS(=O)(=O)N1CCc2ccc(NC(=O)CCc3ccccc3)cc2C1
72,N#C/C(=C\c1ccc([N+](=O)[O-])o1)c1nc(C2CC2)cs1
47,O=C(Nc1cccc([N+](=O)[O-])c1)c1cnc2sccn2c1=O
75,COC(=O)N1CCc2c(sc(NC(=O)c3ccc4ncsc4c3)c2C(N)=O)C1
59,CC(=O)c1ccc(NC(=O)c2ccccc2NS(=O)(=O)c2ccc(C)cc2)cc1
64,Cc1ccc(CC(=O)Nc2ccccc2-c2nc3ccccc3[nH]2)c(C)c1

Taken from above:
CC(=O)c1ccc(NC(=O)c2ccccc2NS(=O)(=O)c2ccc(C)cc2)cc1 | RMI-FANCM inh: 59
Cc1ccc(C(=O)CSc2nnc3c(n2)[nH]c2ccccc23)cc1 | RMI-FANCM inh: 2*

(listing goes on)
RMI-FANCM inh,SMILES
69,CC(C)C(=O)N1CCc2ccc(NS(=O)(=O)c3ccccc3F)cc2C1
52,COC(=O)c1sc(-c2cccs2)cc1NC(=O)CCC(=O)O
76,CCOC(=O)N1CCc2c(sc(NC(=O)c3ccc(Br)s3)c2C#N)C1
56,COc1cc(Cl)c(NS(=O)(=O)c2cc(Br)c(Br)s2)c(OC)c1
53,CO[C@H]1/C=C/O[C@@]2(C)Oc3c(C)c(O)c4c(O)c(c5c(c4c3C2=O)=NC2(CCN(CC(C)C)CC2)N=5)NC(=O)/C(C)=C\C=C\[C@H](C)[C@H](O)[C@@H](C)[C@@H](O)[C@@H](C)[C@H](OC(C)=O)[C@@H]1C
71,Cc1ccc2[nH]c3c(=O)n(CCC(=O)NCCC4=CCCCC4)cnc3c2c1
68,COC(=O)c1ccc(C(=O)Nc2nc3c(SC)cccc3s2)cc1
88,N#Cc1ccc(Cl)cc1NC(=O)C(=O)NCCc1ccc(N2CCCC2)cc1
69,O=C(COc1ccccc1)NCCn1nc(-c2cccnc2)ccc1=O
68,O=C(Nc1cc(F)ccc1F)N1CCN(c2ccc(-c3ccco3)nn2)CC1
65,COc1ccc(OC)c(NS(=O)(=O)c2cccc3ccccc23)c1
57,Cc1nc(-c2ccc(F)cc2)sc1CCNC(=O)CN1C(=O)c2ccccc2C1=O

(next part)
RMI-FANCM inh,SMILES
60,O=C(Cc1ccc(Cl)cc1)NCCCN1CCN(c2ccccc2)CC1
56,Cc1ccc2nc(NC(=O)C3(c4cccs4)CCOCC3)sc2c1
88,Cc1cccc(-c2csc(C(=O)NCc3cccs3)c2-n2cccc2)c1
103,COc1ccccc1CNC(=O)Cn1c(C)cc(C)c(-c2nc(-c3cccc(Cl)c3)no2)c1=O
47,C#Cc1ccc(NC(=O)c2cc(C(F)(F)F)cc(C(F)(F)F)c2)cc1
66,CCOCC(=O)NCCNC(=O)c1ccc(NC(C)=O)cc1
60,Cc1cc(C)n(CCC(=O)O)c(=O)n1
55,Clc1ccc(/C=C/c2ncc3ccccn23)cc1
73,O=C(c1csc2nc(-c3ccccc3)cn12)N1CCN(c2ccccc2)CC1
58,CN(C(=O)n1nnc2ccccc21)c1ccccc1
62,COc1ccccc1-c1nnc(NC(=O)C(C)SC2=NCCS2)s1 (stereo not given)
70,Cc1nc2ccc(Cl)cn2c(=O)c1NC(=O)NCc1ccccc1

Sorted by the number under RMI-FANCM inh (lowest first): 6 from the list above
RMI-FANCM inh,SMILES
47,C#Cc1ccc(NC(=O)c2cc(C(F)(F)F)cc(C(F)(F)F)c2)cc1
56,Cc1ccc2nc(NC(=O)C3(c4cccs4)CCOCC3)sc2c1
60,O=C(Cc1ccc(Cl)cc1)NCCCN1CCN(c2ccccc2)CC1
66,CCOCC(=O)NCCNC(=O)c1ccc(NC(C)=O)cc1
70,Cc1nc2ccc(Cl)cn2c(=O)c1NC(=O)NCc1ccccc1
73,O=C(c1csc2nc(-c3ccccc3)cn12)N1CCN(c2ccccc2)CC1

(listing goes on)
RMI-FANCM inh,SMILES
64,CCc1nc(C)cn1S(=O)(=O)c1cc(OC)c(Br)cc1OC
65,Cc1ccccc1C(=O)Nc1sc(-c2ccccc2)cc1C(N)=O
59,Cc1oc2ccccc2c2nn(C)c(=O)c1-2
70,COc1ccccc1N1CCN(CC(N)=O)CC1
61,CC(C)[C@H]1COC(c2cccc(C3=N[C@@H](C(C)C)CO3)n2)=N1
59&59,CCC1=C(C)CN(C(=O)NCCc2ccc(S(=O)(=O)NC(=O)NC3CCC(C)CC3)cc2)C1=O (stereo not given)
74,O=C(O)CCNS(=O)(=O)c1ccc(Oc2ccccc2)cc1
68,O=C(c1cccs1)N1CCc2ccc(NS(=O)(=O)c3cc(F)ccc3F)cc2C1
61,CCc1ccc(N2C(=O)C3N=NN(Cc4nc(-c5ccc(Br)cc5)no4)C3C2=O)cc1 (stereo not given)
82,CCn1c(=NC(=O)c2cc(C)no2)sc2cc(OC)c(OC)cc21
64,CCOC(=O)c1c(N/N=C\c2cc(OC)c(OC)c(OC)c2)n[nH]c1C
47,N/C(CC(=O)N1CCCC1)=N/O

(more compounds)
RMI-FANCM inh,SMILES
59,Cc1oc(-c2cccs2)cc1C(=O)NCCNc1nccc(C(F)(F)F)n1
64,COc1ccc(-c2csc(CN3CCN(C(=O)c4ccccc4SC)CC3)n2)cc1
69,CCn1c(SCC(=O)Nc2cccc(C)c2C)nnc1-c1cccn(C)c1=O
43,O=C(NCc1ccc2[nH]c3c(c2c1)CCCC3)c1ccc(C(F)(F)F)cc1
103,Cc1ccc(SCCC(=O)Nc2sc3c(c2C(N)=O)CCC(C)C3)cc1 (stereo not given)
59,CN(Cc1ccccc1)S(=O)(=O)c1ccc(N2CCOCC2)nc1
54,O=C(Nc1ccc(Br)cc1F)c1ccc(=O)[nH]n1
61,O=C(O)CCCNc1ccc([N+](=O)[O-])cc1[N+](=O)[O-]
62,COc1ccccc1N1CCN(CCNC(=O)C(C)C)CC1
63,COc1ccc(C)c2sc(NC(=O)/C=C/c3cccs3)nc12
64,CN1CCN(C(CNC(=O)Nc2cccc(Cl)c2)c2ccsc2)CC1 (stereo not given)
53,CN(C)S(=O)(=O)NCCn1nc(-c2cccs2)ccc1=O

Going on with the list.
RMI-FANCM inh,SMILES
58,CC(C)(C)c1ccc(-c2cc(=O)c3ccc(NC(=O)c4ccco4)cc3o2)cc1
63,Cc1ccc(N(C)S(=O)(=O)c2c(-c3ccccc3)csc2C(=O)NCc2cccs2)cc1C
69,O=c1ccc(-c2ccco2)nn1CCCNS(=O)(=O)c1ccccc1
54,CN1CCc2cc(C(CNC(=O)COc3ccc(Cl)cc3Cl)N3CCCC3)ccc21 (stereo not given)
63,Cc1cc2cc(CNC(=O)Cc3ccc([N+](=O)[O-])cc3)ccc2n1C
56,OC(COc1ccc(Br)cc1)CN1CCN(c2nc(-c3ccccc3)ns2)CC1 (stereo not given)
60,N/C(=N/OC(=O)c1cccc(C(F)(F)F)n1)c1cccc(C(F)(F)F)c1
88,O=C(Cn1c(=O)n(Cc2ccccc2Cl)c(=O)c2nccnc21)Nc1ccc2c(c1)OCCO2
58,Cn1c2c(c(=O)n3ncnc13)CCCC2
64,O=S(=O)(NCC(c1ccsc1)N1CCCC1)c1cccc(Cl)c1 (stereo not given)
63,Cn1cccc1C(CNC(=O)c1cc(Cl)ccc1Cl)N1CCCC1 (stereo not given)
55,O=S(=O)(O)c1cccc2cccc(Cl)c12

Next section:
RMI-FANCM inh,SMILES
64,Cc1cc(C)c2c(=O)n(C(=O)c3ccc(Cl)cc3)sc2n1
65,O=S(=O)(N/N=C\c1cccnc1)c1ccc(Cl)c(Cl)c1
58,O=C(CSc1ccccc1C(=O)O)NCc1ccc2c(c1)OCO2
60,CC(=O)C1C(c2cc([N+](=O)[O-])ccc2O)NC(=O)NC1(O)C(F)(F)F (stereo not given)
44,O=C1c2cccc3cc([N+](=O)[O-])cc(c23)C(=O)N1Cc1ccco1
57,CCOC(=O)C1CCN(C(=O)c2sc(-c3ccccc3)nc2C)CC1
58,O=C(Cn1nc2c(cc1=O)CCCC2)Nc1ccc(F)cc1
58,CN(C)S(=O)(=O)c1ccc(C(=O)NNC(=O)c2ccc3c(c2)CCCC3)cc1
67,CCC(CC)C(=O)NCCn1ncc2c(=O)n(Cc3cccc(F)c3)cnc21
59&57,CCCCOC(=O)c1ccc(O)cc1
62,NS(=O)(=O)c1ccc(Sc2nc3ccccc3o2)c([N+](=O)[O-])c1
67,Cc1cc(C)cc(OC(C)C(=O)N2CCN(c3ccc4nnc(C)n4n3)CC2)c1 (stereo not given)

Continuation.
RMI-FANCM inh,SMILES
74,CN(C)c1ccc(CCNC(=O)C(=O)Nc2ccc(C(F)(F)F)cc2)cc1
62,CC(C)CNC(=O)c1ccc2c(=O)n(C(C)C)c3nn(C)c(=O)n3c2c1
77,COCCn1c(C)cc(C(=O)CSc2nc3sc(C)c(C)c3c(=O)n2-c2ccccc2)c1C
70,O=C(O)CC(CC(=O)O)c1ccc(Br)cc1
70,COC(=O)c1ccc(NC(=O)C(=O)NCc2ccsc2)cc1
136,CCCN1CCCc2cc(CCNS(=O)(=O)c3ccc(OC)c(OC)c3)ccc21
68,NC(=O)C1CCN(C(=O)Cc2cn(Cc3ccccc3)c3ccccc23)CC1
59,C[C@@H](NCCc1ccc(O)cc1)[C@@H](O)c1ccc(O)cc1
62,Cc1cccc(OCC(=O)NN)c1
69,CCOc1c(C)cc(S(=O)(=O)NCc2ccsc2)cc1C
83,CN(C)CCCN(C(=O)CN1C(=O)c2ccccc2C1=O)c1nc2cc3c(cc2s1)OCCO3
91,CCc1nc2c(sc3cccc(F)c32)c(=O)n1CC(=O)Nc1ccc(C)c(Cl)c1

A portion of the library; rates above refer to the full screens.
